Screens deposited in PubChem BioAssay by several laboratories.
T cell modulator – T cell immune modulators affecting CD8 T cell-vesicle binding | 2C CD8+ T cell-vesicle binding, flow cytometry; stronger effect = lower value | calls only at 7 µM | hit rate 0.068% among 330,000;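 active = response, share of CD8 T cells binding vesicles, and their 90th percentile fluorescence all below set limits, cut at about 80% in these data, passing the limit was not always enough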
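Assay system – 2C mouse CD8+ T cells · Also added – QL9-loaded Drosophila micro-vesicles · Timing – Cell–vesicle co-incubation 1.5 h at 37 °C, staining 20 min on ice · Signal – flow cytometry of vesicle-bound cells · Measure – percent CD8+ FL2 mean versus row control · Controls – Peptide-free naked vesicles (low) and QL9 vesicles with 0.7% DMSO vehicle (high)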
PhoP inhibition – inhibitors of PhoP regulon expression, primary screen, Salmonella Typhimurium, GFP reporter (AID 1863). inhibition, % at 50 µM; hits with a dose series show IC50 in µM. hit rate 0.16% among 300,000. S. Typhimurium PhoP-regulated promoter GFP reporter, 4 h; higher % means a stronger effect;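 active = inhibition over 29.93%, a cutoff 3 SD above the screen mean, later confirmed by dose response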;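 also: 0% = low Mg2+ inducing control and 100% = high Mg2+ repressing control; strong numbers were not always called active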
NTR1 agonist – NTR1-driven beta-arrestin-GFP spot formation – imaging, U2OS cells, high content, primary screen (AID 493036). P30989. agonist mode. activation, % at 20 µM. hit rate 0.17% among 330,000;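 active = activation at or above 40% of the spot to cytoplasm intensity ratio, with at least 20 cells analyzed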;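 also: 0% = DMSO without peptide and 100% = 100 nM NTR1 peptide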
Target sequence (P30989 whole entry, looked up): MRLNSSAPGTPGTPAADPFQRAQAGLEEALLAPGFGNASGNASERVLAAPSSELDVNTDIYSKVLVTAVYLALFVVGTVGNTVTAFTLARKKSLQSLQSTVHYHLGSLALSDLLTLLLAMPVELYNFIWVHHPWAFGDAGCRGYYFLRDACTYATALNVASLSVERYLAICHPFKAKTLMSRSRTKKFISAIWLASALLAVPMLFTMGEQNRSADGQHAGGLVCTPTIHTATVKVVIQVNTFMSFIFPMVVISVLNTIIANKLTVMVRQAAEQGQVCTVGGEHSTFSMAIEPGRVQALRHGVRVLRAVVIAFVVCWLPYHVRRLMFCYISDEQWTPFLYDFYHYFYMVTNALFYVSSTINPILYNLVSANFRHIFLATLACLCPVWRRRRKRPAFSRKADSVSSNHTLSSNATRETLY
T cell modulator vesicle-bound % – recorded beside T cell modulator, whose call it bears; double positive events, %; measured here: CD8+ vesicle-bound cell fraction;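 binding gate set so that unloaded-vesicle control wells show 10% double positive cells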
NTR1 agonist cell count 20 µM – recorded beside NTR1 agonist, whose call it bears; cell count; measured here: cell count, cytotoxicity flag
* marks the source's active call; other numbers are inactive results; i = inactive. A portion of the library; the hit share may differ from the screen's.

SMILES	T cell modulator	T cell modulator vesicle-bound %	PhoP inhibition	NTR1 agonist	NTR1 agonist cell count 20 µM
CN(C)S(=O)(=O)c1cccc(NC(=O)c2cccc(S(=O)(=O)N3CCCCC3)c2)c1	i	51.7	1.8%	1.6	71
Cc1ccc(/C=C/C(=O)OCC(=O)N(CC(C)C)c2c(N)n(Cc3ccccc3)c(=O)[nH]c2=O)o1	i	54.4	-6.9%	0.2	57
CN(C)S(=O)(=O)c1ccc(NC(=O)C2CC(=O)N(Cc3ccccc3Cl)C2)cc1 (stereo not drawn)	i	31.0	-9.1%	0.0	67
O=C(Nc1ccc(F)c(Cl)c1)c1ccccc1	i	21.6	-3.6%	-4.7	66
CCOC(=O)C1=C(COC(=O)CNC(=O)c2ccc(C(C)(C)C)cc2)NC(=O)NC1C (stereo not drawn)	i	49.6	-4.8%	0.2	75
Cc1cc(C)n(CCCNC(=O)c2ccc(C)c(S(=O)(=O)N3CCOCC3)c2)n1	i	32.5	-1.6%	2.2	46
CC(C)c1ccc(OCC(=O)Nc2c3c(nn2C(C)(C)C)CS(=O)(=O)C3)cc1	i	28.3	-4.3%	-1.0	45
Cc1cccc(NC(=O)CSCC(=O)N=c2sccn2C)c1	i	37.9	-5.2%	-2.1	61
CN(CC(=O)Nc1cccc(F)c1)C(=O)C1CSC2(C)CCC(=O)N12 (stereo not drawn)	i	34.1	5.6%	0.4	65
O=C(Cn1nnc(-c2ccccc2)n1)Nc1cccc(S(=O)(=O)N2CCOCC2)c1	i	50.1	-7.7%	-0.4	77
O=C(CCCOc1ccc(Br)cc1)Nc1ccc(S(=O)(=O)N2CCOCC2)cc1	i	48.9	12.8%	2.7	67
CCCCN(C(=O)c1cc(S(=O)(=O)N2CCCCCC2)ccc1OC)c1ccccc1	i	22.0	-5.5%	-0.5	62
COc1ccc(Cl)cc1NC(=O)CN(C)C(=O)c1ccc(OCc2ccccc2)c(OC)c1	i	37.9	14.5%	1.7	59
Nn1c(Cc2cccc3ccccc23)nnc1SCC(=O)NCC1CCCO1 (stereo not drawn)	i	20.5	-6.6%	-0.8	41
CCCCn1c(N)c(N(CC(C)C)C(=O)c2ccc(OCc3c(C)noc3C)cc2)c(=O)[nH]c1=O	i	56.8	-5.2%	-1.3	75
O=C(NCCS(=O)(=O)NCc1ccc(Cl)cc1)c1ccccc1	i	39.9	-4.9%	-0.2	54
CN(CC(=O)Nc1ccc(N2CCOCC2)cc1)C(=O)CCc1ccccc1Cl	i	47.4	-0.4%	-1.2	54
CS(=O)(=O)c1ccc(Cl)c(NC(=O)COc2ccc3c(c2)CCC3)c1	i	10.4	-3.6%	1.4	59
CCOc1ccccc1NC(=O)CSc1nnc(-c2cccnc2)o1	i	39.6	-7.7%	-1.3	55
CN(C)C(CNC(=O)CSc1nc2sc3c(c2c(=O)n1C)CCC3)c1ccccc1 (stereo not drawn)	i	14.3	6.0%	-0.1	49
Cc1ccc2nc(SCC(=O)N3CCCCCC3)nc(=O)n2c1	i	15.0	6.2%	-0.5	62
CCCCN(C(=O)c1cc2c(s1)CCC2)c1c(N)n(CCCC)c(=O)[nH]c1=O	i	36.1	1.5%	1.2	49
CSCCC(NC(=O)c1ccco1)C(=O)N1CCC(C(N)=O)CC1 (stereo not drawn)	i	8.9	-4.1%	0.9	62
Cc1nn(CC(=O)NCCC2=CCCCC2)c(C)c1[N+](=O)[O-]	i	37.1	-9.1%	-1.5	63
Cc1cc(C)c(C(=O)C(C)OC(=O)Cn2cnc3c2c(=O)n(C)c(=O)n3C)cc1C (stereo not drawn)	i	32.4	-2.7%	3.9	51
O=c1c2cc(O)c(O)cc2oc2cc(O)c(C3OC(CO)C(O)C(O)C3O)c(O)c12 (stereo not drawn)	i	34.1	10.4%	-0.2	92
O=C(NCC(c1ccco1)N1CCN(c2ccccc2)CC1)C(=O)NC1CC1 (stereo not drawn)	i	32.0	-1.0%	0.6	54
Cc1cc(C(=O)CCC(=O)NCc2ccccc2F)c(C)s1	i	22.9	-6.2%	1.7	44
COc1ccc([C@@H]2[C@@H]3C(=O)N(C(C)(C)C)C(=O)[C@@H]3[C@]3(Cc4ccccc4)C(=O)N(c4ccccc4)C(=O)N23)cc1	i	41.9	6.7%	4.5	63
Cc1cc(C)cc(NC(=O)COc2coc(CN3CCc4ccccc4C3)cc2=O)c1	i	54.5	-1.9%	13.9	48
CC(OC(=O)Cc1c[nH]c2ccccc12)C(=O)Nc1ccccc1F (stereo not drawn)	i	31.6	-5.0%	-1.3	56
COc1cc(OC)cc(C(=O)Nc2nc(CC(=O)NCc3ccccc3OC)cs2)c1	i	53.6	7.3%	-0.4	47
COc1ccc(CNC(=O)COC(=O)C2CC2C)cc1OC (stereo not drawn)	i	51.5	-3.1%	1.9	59
CC1CCN(c2ccc(NC(=O)c3ccc([N+](=O)[O-])o3)cc2)CC1	i	20.6	-12.4%	41.7*	63*
COc1ccccc1OCC(=O)Nc1c2c(nn1-c1ccc(C)cc1)CS(=O)(=O)C2	i	31.0	2.2%	-0.9	65
COc1cc2ccccc2cc1C(=O)Nc1ccncc1	i	58.4	1.1%	0.3	54
Cc1ccn2c(=O)c(NC(=O)COc3ccccc3)c(C)nc2c1	i	62.8	-9.2%	-0.3	71
Cc1ccc(C)c(NC(=O)CN(C)C(=O)C2CCN(S(=O)(=O)c3ccc4c(c3)OCCO4)CC2)c1	i	56.3	-1.8%	1.6	45
O=C(CCNS(=O)(=O)c1ccc(Br)cc1)N1CCN(c2ccccc2O)CC1	i	8.2	-6.4%	1.1	46
CCCCc1nnc(NC(=O)c2ccc(-n3cncn3)c([N+](=O)[O-])c2)s1	i	49.5	-3.7%	1.3	66
CCOc1ccc(S(=O)(=O)Nc2ccc(C(=O)NNC(=O)c3ccncc3)cc2)cc1	i	27.5	0.4%	-1.4	71
CN(C(=O)COC(=O)c1cc2c(s1)CCCCC2)c1ccccc1	i	31.4	-1.5%	4.9	56
N#Cc1ccccc1S(=O)(=O)N1CCN(C(=O)c2ccc(-n3cncn3)c([N+](=O)[O-])c2)CC1	i	20.6	-4.2%	0.1	53
COc1ccc(OCC(=O)Nc2ccc(OC)c(S(=O)(=O)N3CCCCC3)c2)cc1	i	17.7	7.8%	0.9	62
Cc1ccn2c(=O)nc(SCC(=O)NCc3ccc4c(c3)OCO4)nc2c1	i	51.2	5.3%	-1.3	69
CCCOc1c(Br)cc(C(=O)OCC(=O)NC2CC2)cc1OC	i	31.0	2.9%	1.2	64
Cc1ccnc(NC(=O)CSc2ccc3c(c2)OCCO3)c1	i	42.8	-5.1%	-0.6	56
Cc1ccc(C(=O)OCC(=O)N2C(C)CCCC2C)cc1S(=O)(=O)N1CCCCC1 (stereo not drawn)	i	39.3	1.7%	0.8	62
O=C(CCNC(=O)c1ccc(Br)cc1)Nc1cc(Cl)ccc1-n1cncn1	i	10.5	-2.3%	-0.4	53
Cc1ccsc1C(=O)NNC(=O)CCN1CCN(c2ccccc2)CC1	i	51.2	2.4%	1.7	53
CCC(=O)c1ccc(OCC(=O)Nc2ccccc2C(=O)N2CCCCC2)cc1	i	42.9	0.1%	0.6	46
CCOc1ccc(S(=O)(=O)N2CCCCC2)cc1NC(=O)CN1C(=O)NC(C)(c2ccc(C)cc2)C1=O (stereo not drawn)	i	34.9	-2.6%	-0.4	53
COc1ccc(NC(=O)CN(C)C(=O)CN2C(=O)C3CCCCC3C2=O)cc1 (stereo not drawn)	i	50.5	-1.3%	-0.1	60
CSc1ccccc1C(=O)NCCS(=O)(=O)N1CCN(c2ccc(F)cc2)CC1	i	55.7	-5.1%	-0.5	46
CCN(CC(=O)Nc1ccc(OC)cc1)C(=O)c1ccccc1Sc1ccccc1C#N	i	39.2	-2.9%	-0.6	55
O=C(Nc1nc2ccc(F)cc2s1)C1=COCCO1	i	52.8	0.4%	-1.2	68
O=C(CN1C(=O)NC2(CCc3ccccc32)C1=O)Nc1cccc(F)c1 (stereo not drawn)	i	43.1	4.0%	0.3	74
Cc1ccc(N2CC(C(=O)N3CCC(c4nc5ccccc5[nH]4)CC3)CC2=O)cc1C (stereo not drawn)	i	45.7	-4.7%	0.3	66
CCOc1ccc(CCNC(=O)COC(=O)c2cc(=O)[nH]c3ccccc23)cc1OCC	i	44.9	7.3%	-0.8	51
COc1ccc(CNS(=O)(=O)CCNC(=O)c2ccc(OC)cc2)cc1	i	39.0	2.4%	1.0	45

A second format for part of the listing above.
| smiles | T cell modulator | T cell modulator vesicle-bound % | PhoP inhibition | NTR1 agonist | NTR1 agonist cell count 20 µM |
| --- | --- | --- | --- | --- | --- |
| CC(C)c1ccc(OCC(=O)Nc2c3c(nn2C(C)(C)C)CS(=O)(=O)C3)cc1 | i | 28.3 | -4.3% | -1.0 | 45 |
| Cc1cccc(NC(=O)CSCC(=O)N=c2sccn2C)c1 | i | 37.9 | -5.2% | -2.1 | 61 |
| CN(CC(=O)Nc1cccc(F)c1)C(=O)C1CSC2(C)CCC(=O)N12 (stereo not drawn) | i | 34.1 | 5.6% | 0.4 | 65 |
| O=C(Cn1nnc(-c2ccccc2)n1)Nc1cccc(S(=O)(=O)N2CCOCC2)c1 | i | 50.1 | -7.7% | -0.4 | 77 |

Reformatted field by field: part of the list above.
> COc1ccc(NC(=O)CN(C)C(=O)CN2C(=O)C3CCCCC3C2=O)cc1 (stereo not drawn)
  T cell modulator: i | T cell modulator vesicle-bound %: 50.5 | PhoP inhibition: -1.3% | NTR1 agonist: -0.1 | NTR1 agonist cell count 20 µM: 60

> CCN(CC(=O)Nc1ccc(OC)cc1)C(=O)c1ccccc1Sc1ccccc1C#N
  T cell modulator: i | T cell modulator vesicle-bound %: 39.2 | PhoP inhibition: -2.9% | NTR1 agonist: -0.6 | NTR1 agonist cell count 20 µM: 55

(more compounds)
SMILES	T cell modulator	T cell modulator vesicle-bound %	PhoP inhibition	NTR1 agonist	NTR1 agonist cell count 20 µM
CCOC(=O)c1c(C)[nH]c(C(=O)OCC(=O)N(C)CC(=O)Nc2ccccc2Cl)c1C	i	17.7	9.9%	2.1	72
CCOc1ccc(NC(=O)CN(C)C(=O)C2=COCCO2)cc1OCC	i	29.4	1.6%	-1.1	42
Cc1cc(NC(=O)CSCC(=O)OC(C)C(=O)N(C)Cc2ccccc2)no1 (stereo not drawn)	i	57.8	4.6%	1.4	62
COc1ccc(CCNC(=O)C(=O)NCC2CCCN2S(=O)(=O)c2cc(C)ccc2C)cc1 (stereo not drawn)	i	49.0	-9.2%	4.0	44
Cc1ccc(S(=O)(=O)N2CCOCC2)cc1NC(=O)COC(=O)Cc1cccs1	i	53.9	-1.6%	0.6	61
CC(C)CN(C(=O)COC(=O)C1=COCCO1)c1c(N)n(Cc2ccccc2)c(=O)[nH]c1=O	i	5.2	-1.6%	0.2	58
O=C(Cc1ccccc1)NCCS(=O)(=O)N1CCN(c2cccc(Cl)c2)CC1	i	39.7	-0.2%	0.8	71
CC(C)c1ccccc1OCC(=O)N(C)CC(=O)Nc1ccc(F)cc1	i	18.3	2.8%	0.6	58

Results in T cell modulator vesicle-bound % (two entries from above):
Molecule | T cell modulator vesicle-bound %
Cc1cc(NC(=O)CSCC(=O)OC(C)C(=O)N(C)Cc2ccccc2)no1 (stereo not drawn) | 57.8
COc1ccc(CCNC(=O)C(=O)NCC2CCCN2S(=O)(=O)c2cc(C)ccc2C)cc1 (stereo not drawn) | 49.0
